MITF inh – human MITF inhibition, primary screen; O75030; inhibition, % at 2.6 µM; hit rate 0.91% among 650,000; AID 1259374; AlphaScreen MITF homodimerization, bead proximity signal; in the data active = inhibition above about 50%;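 note: 0% = vehicle wells with protein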
GPR151 ag – activators of human GPR151; PathHunter beta-arrestin GPR151 cells, luminescence; activation, % at 11.2 µM; hit rate 1% among 650,000; Q8TDV0; in the data active = activation above about 4.9%;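 note: 0% = median of compound wells and 100% = cells with positive control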
TEAD-YAP inh – TEAD-YAP interaction inhibition; HEK-TIYL cells, TEAD-Gal4/YAP UAS-luciferase luminescence; hit rate 1.4% among 640,000; AID 1259422; inhibition, % at 9.12 µM; in the data active = inhibition above about 32%;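 note: 0% = median of test compound wells and 100% = reference inhibitor wells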
FBW7 activator – human FBW7 E3 ligase activation, primary screen; Q969H0; hit rate 0.13% among 650,000; AlphaScreen FBW7–phospho-cyclin E peptide binding, activator screen; normalized activity (activation), % at 26.1 µM; in the data active = normalized activity above about 1.9%;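 note: purified mutant Fbw7 with reduced substrate affinity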
Target sequence (Q969H0 whole entry, looked up): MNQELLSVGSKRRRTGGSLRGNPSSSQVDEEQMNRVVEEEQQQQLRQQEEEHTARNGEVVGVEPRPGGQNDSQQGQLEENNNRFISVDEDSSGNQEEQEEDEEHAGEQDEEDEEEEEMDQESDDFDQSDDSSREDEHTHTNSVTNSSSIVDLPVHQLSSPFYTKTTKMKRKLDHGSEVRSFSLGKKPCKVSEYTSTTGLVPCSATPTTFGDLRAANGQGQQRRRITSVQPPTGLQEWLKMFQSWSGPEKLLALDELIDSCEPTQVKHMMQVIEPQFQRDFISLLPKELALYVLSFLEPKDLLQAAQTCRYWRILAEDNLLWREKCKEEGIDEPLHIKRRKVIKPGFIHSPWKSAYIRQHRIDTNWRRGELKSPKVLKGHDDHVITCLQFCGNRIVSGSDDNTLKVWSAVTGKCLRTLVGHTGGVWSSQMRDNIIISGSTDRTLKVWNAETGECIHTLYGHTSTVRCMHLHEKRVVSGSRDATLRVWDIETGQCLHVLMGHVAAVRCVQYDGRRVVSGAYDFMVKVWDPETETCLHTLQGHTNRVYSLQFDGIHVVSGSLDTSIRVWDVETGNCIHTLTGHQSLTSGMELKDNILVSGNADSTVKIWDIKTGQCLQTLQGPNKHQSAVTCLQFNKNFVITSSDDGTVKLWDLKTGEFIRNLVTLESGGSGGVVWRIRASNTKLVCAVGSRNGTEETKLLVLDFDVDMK
* hit, by the source's call; & = joins results of further samples.

structure	MITF inh	GPR151 ag	TEAD-YAP inh	FBW7 activator
O=C(CCCn1sc2ccccc2c1=O)NCc1ccc(F)cc1	3	1.1	-3	-0.3
COc1ccc2c(c1)NC1(CCCN(C(=O)c3ccn[nH]3)C1)c1cccn1-2 (stereo not given)	-10	0.7	-6	-0.1
O=C(CSc1nnc(-c2ccc3c(c2)OCO3)o1)c1ccc(O)c(O)c1	22	0.3	2	0.0
COc1cc(/C=C2\SC(=Nc3cc(C)cc(C)c3)NC2=O)cc([N+](=O)[O-])c1O	10	-0.6	2	-0.1
C=CCn1c(SCC(=O)Nc2ccc(OC)cc2)nc2cc3ccccc3cc2c1=O	-12	0.6	0	0.1
Cn1cccc1Cc1nnc(SCC(=O)NCC2CCCO2)n1C (stereo not given)	11	-1.6	-1	0.2
Cc1ccc(C)c(Nc2ncnc3c2cnn3-c2ccc(Cl)cc2)c1	9	-0.5	-12	0.1
CN=c1scc(-c2cccc(Br)c2)n1/N=C/c1ccncc1	25	2.5	-62	-0.4
Cc1ccc(-c2nnc(Nc3ccc(Br)cc3)c3ccccc23)cc1S(=O)(=O)N1CCOCC1	-10	5.0*	3	-0.3
Cc1ccc(CCC(=O)NNc2ccccc2)o1	14	1.0	1	0.0
O=C(CSC1=NC(=O)C(Cc2ccccc2)C(=O)N1)Nc1nc(-c2ccc(Br)cc2)cs1 (stereo not given)	10	-1.4	2	0.1
CC(C)c1ccc(-c2c(NCCN3CCCCCC3)c(=O)c2=O)cc1	6	-1.2	2	0.4

Part of the list above, with two lines to a compound.
Every second line gives: MITF inh	GPR151 ag	TEAD-YAP inh	FBW7 activator
CN=c1scc(-c2cccc(Br)c2)n1/N=C/c1ccncc1
 : 25	2.5	-62	-0.4
COc1cc(/C=C2\SC(=Nc3cc(C)cc(C)c3)NC2=O)cc([N+](=O)[O-])c1O
 : 10	-0.6	2	-0.1
O=C(CCCn1sc2ccccc2c1=O)NCc1ccc(F)cc1
 : 3	1.1	-3	-0.3
Cc1ccc(CCC(=O)NNc2ccccc2)o1
 : 14	1.0	1	0.0

Following part:
structure	MITF inh	GPR151 ag	TEAD-YAP inh	FBW7 activator
CC1(C)C2CCC1(CS(=O)(=O)Nc1cc(C(=O)N3CCOCC3)ccc1N1CC3CC(C1)c1cccc(=O)n1C3)C(=O)C2 (stereo not given)	-3	-1.8	4	0.0
Cc1cc(-c2ccccc2)n2nc(-c3ccc(Br)cc3)cc2n1	5	1.8	5	0.8
COc1ccc(NC(=O)CN2C(=O)C3CCC(c4ccccc4)CC3C2=O)cc1 (stereo not given)	-2	0.3	-16	0.0
COC(=O)C1CC(=O)N(C)C12CCN(Cc1ccc3nsnc3c1)CC2 (stereo not given)	-5	-1.0	2	-0.2
CN1CCN(C(=O)c2ccc(-c3cccc(C(=O)NCc4nc5ccccc5[nH]4)n3)cc2)CC1	-12	-1.7	-1	0.0
O=C(NC12CC3CC(CC(C3)C1)C2)N1CCN(Cc2ccccc2)CC1	3	0.9	0	0.2
Cc1ccc(S(=O)(=O)N2CCC(C(=O)N3CCCCCC3)CC2)cc1	0	1.2	18	0.0
Cc1ccc2nc(C)cc(Nc3ccc(Cl)cc3)c2c1	6	0.0	12	-0.2
O=S(=O)(c1ccccc1F)N1CCOC(c2ccccc2)C1 (stereo not given)	12	4.4	-2	-0.2
CC(=O)Oc1ccc(C(=O)NCc2ccccc2Cl)cc1	-22	-0.5	-6	-0.2
CCc1ccc(NC(=O)c2ccc(N3CCCCCC3)c([N+](=O)[O-])c2)cc1	-6	-0.4	-11	-0.1
COc1ccc(OC)c(NC2=C(Cl)C(=O)N(c3ccccc3C)C2=O)c1	-4	-0.9	5	-0.3
COC(=O)c1cc([N+](=O)[O-])c(N2CCN(c3ccccc3OC)CC2)c([N+](=O)[O-])c1	2	-0.2	-1	0.0
O=C(O)C1=CCCNC1	-20&-3&12	-0.1&-0.9&-0.4	1&13	0.0&0.1&0.2
Clc1ccc(-c2noc(CC3CCCCC3)n2)cc1	1	-1.1	4	0.3
N/C(=N\OC(=O)CC1CCCCC1)c1cccc(Br)c1	0	0.7	-1	-0.2
COc1ccc2c(c1)CC(C(=O)Nc1cc(F)c(-c3cn[nH]c3)cc1N1CCC(O)CC1)CO2 (stereo not given)	4&29	1.1&-1.1	1&11	0.1&0.1
CCCN1C(=O)C(O)(CC(=O)c2ccccc2OC)c2cc(Br)ccc21 (stereo not given)	7	-0.2	8	0.1
COc1cc(/C=c2\sc3n(c2=O)CCCN=3)ccc1O	2	-0.1	-7	-0.2
CCOC(=O)C1=C(C)NC2=C(C(=O)CC(C)(C)C2)C1c1ccccn1 (stereo not given)	2&26&7	2.9&-1.7&1.7	2&-8&-1	0.0&0.1&0.4
CC1CC(C)CN(C(=O)Cc2c(C(=O)O)[nH]c3ccc(Cl)cc23)C1 (stereo not given)	7	0.2	12	0.2
COc1cccc(C(=O)COC(=O)c2ccc3c(c2)OCO3)c1	-10	5.3*	-3	0.2
CCOC(=O)c1ccc2c(c1)NC(=O)CS2(=O)=O	-6	1.3	-1	0.1
O=C1CCCN1CCn1cnc2c(NC3CCN(Cc4ccccc4)CC3)nc(Nc3ccc(-n4ccnc4)cc3)nc21	12	0.4	-5	0.1
Cc1cccc(C)c1N(C(=O)c1ccccc1)C(=O)C(c1ccccc1)N1CCOCC1 (stereo not given)	-8	-0.7	1	-0.1
Nc1nncn1C(=O)CCCN1C(=O)c2ccccc2C1=O	16	-0.6	-5	0.5
NC(=O)c1ccccc1NC(=O)c1oc(=O)c2ccccc2c1-c1ccccc1	15	-0.8	3	0.1
CCCCNC(=O)CSc1nc2cc3c(cc2c(=O)n1Cc1ccc(C(=O)NCCc2ccc(OC)c(OC)c2)cc1)OCO3	-6	1.3	-5	0.1
NC(=O)c1ccc(-c2nccc(NC3CC3)n2)cc1	3	-1.9	-19	0.0
Cc1ccc(O)c(NC(=O)c2cnn3c(C)cc(C)nc23)c1	2	-0.4	-8	0.0
Cn1c(SCC(=O)N2CCN(c3ccccc3)CC2)nc2c(c1=O)SCC2	3	-0.5	-4	0.2
COc1cccc(/C=C2/Oc3ccccc3N(CC(=O)O)C2=O)c1	3	-0.3	13	0.1
COCC(=O)N1CCC(Oc2ccc(C(=O)NCc3cnc(C)cn3)cc2)CC1	13	-0.3	-4	0.4
CCN1CC=C2C(C#N)=C(N)C(C#N)(C#N)C(c3ccc(F)cc3F)C2C1 (stereo not given)	-8	1.0	3	0.2
OCCC1CN(C2CCOCC2)CCN1Cc1ccccc1F (stereo not given)	4	3.2	-2	0.1
CCc1ccc(C2C(C(=O)OCCOc3ccccc3)=C(C)NC3=C2C(=O)CCC3)cc1 (stereo not given)	2	-0.4	2	-0.1
Cc1ccc(N2C(=O)c3ccc(C(=O)OCC(=O)c4ccc(Cl)cc4)cc3C2=O)cc1Cl	-1	0.1	4	0.0
CC(=O)c1ccc(NC(=O)CSc2nnnn2-c2ccccc2)cc1	12	-0.2	-53	0.1
Cn1cc([N+](=O)[O-])c(C(N)=O)n1	0	1.8	-6	-0.1
CCOC(=O)c1ccc(NCCC(=O)c2cccs2)cc1	-1	1.8	-7	0.0
O=C(Nc1cccc(-c2cnc(NC3CCC(O)CC3)c3nccn23)c1)Nc1cccc(C(F)(F)F)c1 (stereo not given)	17	-0.3	-11	0.4
COC(=O)c1ccccc1N1C(=O)C2C3C=CC(O3)C2C1=O (stereo not given)	-4	-0.6	4	-0.2
COCCSc1ccccc1C(=O)NC(C)(C)C	16	-0.4	1	0.8
Cn1cccc1CN(C(=O)C1CC(=O)N(c2ccc(Cl)cc2)C1)C1CC1 (stereo not given)	9	2.1	10	0.4
CC1(Cc2ccc(F)cc2)C(=O)Nc2cc(F)ccc21 (stereo not given)	22	0.2	11	0.4
O=C(N/N=C/c1ccco1)c1cc(-c2ccc3c(c2)OCO3)n[nH]1	12	-0.5	-18	0.1
CC(Oc1ccccc1)C(=O)NC(C)(C)CC(C)(C)C (stereo not given)	16	-0.5	15	0.2
COc1ccc(-c2cn3c4c(=O)n(C)c(=O)n(C)c4nc3n2-c2ccc(C)c(Br)c2)cc1	-4	-0.3	15	0.3
COc1ccc(C2CC(=O)C3=C(C2)NC(C)=C(C(=O)OC2CCCC2)C3c2cccc([N+](=O)[O-])c2)cc1OC (stereo not given)	14	0.7	42*	0.1
COc1cc(NC(=O)CSc2nc3ncnc(N)c3[nH]2)c(C(=O)O)cc1OC	13	-0.5	8	0.1
Nc1ccc(C(=O)OCC(=O)Nc2ccc([N+](=O)[O-])cc2C(F)(F)F)cc1	7	0.4	0	0.1
COc1ccc(OCCCC(=O)Nc2cc(C)ccc2C)cc1	6	-0.4	6	0.1
COc1ccc(Br)cc1/C=N/NC(=O)c1nc2nc(C)cc(C)n2n1	20	-2.0	-4	0.1
CC(C)(C)NC(=O)N1CCC2(CC1)OCc1cc(F)ccc1O2	-4	0.2	1	-0.2
CSCCOC(=O)C1=C(C)NC(=O)NC1c1cccc(Br)c1 (stereo not given)	5	0.1	10	-0.2
Cc1nc2sc3c(c2c2nc(CCC(=O)O)nn12)CC(C)(C)OC3	-4	1.3	10	0.1
COc1ccc(C2C(C(=O)Nc3cccc(C)n3)c3ccccc3C(=O)N2C)cc1OC (stereo not given)	-11	3.6	-9	0.0
CCNc1nc(-c2ccc(OC)cc2OC)cs1	1	4.0	-24	-0.1
COc1cccc(/C=C(\C#N)c2nn(CCO)c(N)c2C#N)c1OCc1ccccc1Cl	9	-0.2	5	0.0
Nc1nonc1-n1nnc(CN2CCOCC2)c1C(=O)NNC(=O)c1cccs1	11	-0.2	-3	0.3

Later entries.
structure	MITF inh	GPR151 ag	TEAD-YAP inh	FBW7 activator
Cn1c(N)c(C(=O)CNC2CCCCC2)c(=O)n(C)c1=O	6	-0.6	6	0.2
CCC(C)NC(=O)/C=C/c1cccs1 (stereo not given)	14	1.6	-7	0.3
Cc1cc([N+](=O)[O-])ccc1NCc1c[nH]c2ccccc12	23	-0.6	-11	0.6
COc1ccc(C2CC(=O)C3=C(C2)Nc2ccccc2NC3c2ccccc2OC)cc1 (stereo not given)	1	-0.9	-1	-0.2
S=C(c1ccccc1)N1CCCCC1	1	-0.5	0	-0.1
O=C(Nc1ccccc1)c1cc(S(=O)(=O)Nc2ccc(Br)cc2)cs1	6	-0.9	13	0.3
CN(C)S(=O)(=O)c1cc(C(=O)NCc2ccccc2)c(Cl)cc1Cl	-5	0.7	0	0.0
O=C(O)c1ccc(Cn2cnc3scc(-c4ccccc4)c3c2=O)cc1	0	5.2*	-1	0.0
Cc1ccc(-c2noc(CNS(=O)(=O)c3ccc(C)cc3)n2)cc1	-1	-2.7	7	-0.1
COC(=O)C1=C(C)NC2=C(C(=O)CCC2)C1c1cc(OC)c(OC)cc1Br (stereo not given)	-10	0.1	16	-0.1
CCCc1nnc(SCC(=O)Nc2nnc(CC)s2)n1C	-6	-0.3	-7	-0.2
O=C(NCCc1ccccc1)c1ccc2c(=O)n(CC3CCCO3)c(=S)[nH]c2c1 (stereo not given)	-6	-1.5	4	-0.2

3 entries from above, sorted by length of the SMILES, ascending.
structure	MITF inh	GPR151 ag	TEAD-YAP inh	FBW7 activator
Cn1c(N)c(C(=O)CNC2CCCCC2)c(=O)n(C)c1=O	6	-0.6	6	0.2
Cc1cc([N+](=O)[O-])ccc1NCc1c[nH]c2ccccc12	23	-0.6	-11	0.6
COc1ccc(C2CC(=O)C3=C(C2)Nc2ccccc2NC3c2ccccc2OC)cc1 (stereo not given)	1	-0.9	-1	-0.2

(listing goes on)
structure	MITF inh	GPR151 ag	TEAD-YAP inh	FBW7 activator
O=C(NCCN1CCOCC1)c1cccc(-n2ncc3cc(Nc4ccccc4Cl)ccc32)c1	5	-0.7	11	-0.3
COc1ccccc1C1(C#N)CCOCC1	-6	0.0	5	-0.1
O=C(Cc1cccc(F)c1)Nc1ccc(N2CCC(NCC3COCCO3)CC2)cc1 (stereo not given)	-1	1.0	-4	-0.2
CCN(CC)c1ccc(C2Nc3ccccc3NC3=C2C(=O)CC(C)(C)C3)cc1 (stereo not given)	1	-0.2	54*	-0.1
COc1ccc(OCC#CCNC2CCCCC2)cc1	20	-1.5	-2	-0.4
Cc1ccc(N2CC(C(=O)Nc3ccccc3C(N)=O)CC2=O)cc1 (stereo not given)	15	-0.6	3	-0.1
COc1ccc(NC(=O)CN(c2ccccc2F)S(=O)(=O)c2ccccc2)cc1	4	2.7	4	-0.1
N#Cc1ccccc1Oc1ccc(S(=O)(=O)N2CCOCC2)cc1[N+](=O)[O-]	7	-0.3	-1	0.6

Assay outcomes (PubChem)
